High-throughput results deposited in PubChem by several laboratories.
b-catenin transl: alters nuclear translocation of beta-catenin in HeLa cells; immunofluorescence imaging; nuclear translocation activity, % at 5 µM; 190,000 compounds, 0.3% hits;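 active means nuclear translocation activity above 50% at 5 µM, with a well cell count of 50 or more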;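 further: per-cell ratio of nuclear to cytoplasmic median beta-catenin stain intensity; plate controls were DMSO negative control for no effect and GSK-3 inhibitor IX positive control for full effect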
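System: Human HeLa cells, endogenous beta-catenin | Compound dosing: 5 µM primary, 0.02–20 µM confirmation | Timing: 24 h compound exposure at 37°C, 5% CO2 | Measured by: Fluorescence imaging of beta-catenin antibody stain plus DAPI | Read-out basis: % activation of per-cell nuclear versus cytoplasmic median beta-catenin signal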
MT stabilize HCS: stabilizes microtubules in HeLa cells; % tubulin-high responders, % at 10 µM; 200,000 compounds, 0.83% hits; AID 2205; HeLa tubulin immunostaining HCS, 24 h; share of cells brighter than vehicle mean+2SD;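 active means plate Z-score above 3 for both tubulin-high and condensed-nucleus cell shares, with cell loss under 80%, at 10 µM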;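 further: anti alpha tubulin signal scored within the nucleus-defined area of each cell; some results filed as inactive read as strong as hits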
Autophagy HCS: autophagy modulation, high-content screen; calls only at 10 µM (by protocol); MEF GFP-LC3 puncta imaging; test concentration mostly 10 µM; AID 463193; 190,000 compounds, 0.98% hits;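 active means percentage of spot-positive cells more than 3 SD above its plate mean, without a fluorescence outlier flag or 80% toxicity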;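 further: spot-positive cell cutoff set from DMSO-treated cells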
WT yeast gro inh: growth inhibition of WT yeast, mitochondrial fusion screen. mitochondrial fusion phenotypic screen, WT strain. inhibition, % at 10 µM. 190,000 compounds, 2.1% hits; in the data active means inhibition above about 58%; tested in S. cerevisiae
Dynein transport: blocks dynein driven cargo transport along microtubules. 220,000 compounds, 0.47% hits. z-score, hits read low. 3617.4 mouse cells, GR-EGFP nuclear translocation imaging; test concentration mostly 20 µM; stimulated with dexamethasone, 1 µM; stronger effect = lower value;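 active means plate z-score of nuclear minus cytoplasmic receptor signal below a set negative limit, without overly bright fluorescence or cell loss, cut at about -3.5 in these data, passing the limit was not always enough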;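 further: z-score of nuclear minus cytoplasmic ring GR-EGFP intensity difference per well; some compounds called inactive have numbers as strong as hits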
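Buffer or medium: tet-free medium with charcoal-stripped serum / Also added: dexamethasone agonist, 1.0 µM final, for 30 min / Timing: induction 48 h, compound 1 h, agonist 30 min / Measured by: high-content fluorescence imaging after fixation / Read-out: nuclear-to-cytoplasmic GR-EGFP distribution per well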
Insulin prom up: MIN6 insulin promoter up-regulation | MIN6 insulin promoter-GFP reporter, high-content imaging; stronger effect = higher value | z-score at 5 µM | 190,000 compounds, 0.3% hits;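 active means z-score above 3 at 5 µM with at least 500 cells counted in the well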
PMI inhibitors: MPI enzyme activity inhibition – biochemical, fluorescence intensity, coupled assay, primary screen (AID 1209); purified PMI enzyme, coupled fluorescence intensity; higher % means a stronger effect; inhibition, % at 20 µM; hits with a dose series show IC50 in µM; 190,000 compounds, 0.42% hits;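 further: plate controls were DMSO vehicle for no effect and wells lacking substrate for full effect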
Yfh1-depleted yeast: mitochondrial function rescue without frataxin homolog – Friedreich's ataxia, plus single-dose screen, dose response (AID 1465). S. cerevisiae Yfh1-off respiration, WST-1 reduction, 72 h; higher fold induction means a stronger effect. fold induction at 50 µM; hits with a dose series show EC50 in µM. 220,000 compounds, 0.074% hits;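 active means fold induction of absorbance versus untreated yeast above a set limit, then at least 30% activation at any dose in follow-up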;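 further: activators that raise dye reduction in frataxin-depleted yeast; strong numbers were not always called active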
PMI inhibition: human PMI inhibitors, high substrate, primary screen, biochemical, fluorescence intensity, high mannose 6-phosphate (AID 1220); recombinant PMI enzyme, coupled fluorescence intensity; higher % means a stronger effect; one-dose inhibition, % at 20 µM; IC50 in µM for titrated hits; 190,000 compounds, 0.66% hits
WT yeast gro inh mutant strain: further read-out of WT yeast gro inh, marked with its call; inhibition, %; mitochondrial fusion phenotypic screen, mutant strain inhibition
Dynein transport cytoplasmic EGFP: recorded beside Dynein transport, whose call it bears; z-score; measured here: cytoplasmic GR-EGFP intensity; stronger effect = higher value
Dynein transport nuclear GR-EGFP: second read-out of Dynein transport, no call of its own (marks repeat the call); z-score; measured here: nuclear GR-EGFP intensity;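 lower value marks the stronger effect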
Dynein transport cell count: second read-out of Dynein transport, no call of its own (marks repeat the call); z-score; measured here: cell count per field
Insulin prom up cell count: also measured in Insulin prom up; calls as there; cell count; measured here: cytotoxicity, nuclei count;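 total cells summed across four imaged fields per well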
b-catenin transl cell count 5 µM: also measured in b-catenin transl; calls as there; cell count; measured here: cell count, cytotoxicity flag
MT stabilize HCS Hoechst-high %: second read-out of MT stabilize HCS, no call of its own (marks repeat the call); % Hoechst-high responders; measured here: nuclear condensation Hoechst responders;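 share of cells brighter than vehicle mean plus two SD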
MT stabilize HCS cytotoxicity %: further read-out of MT stabilize HCS, marked with its call; toxicity, %; measured here: cytotoxicity by cell density;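 0% = mean cell density of plate MIN control wells and 100% = no cells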
Autophagy HCS cell loss 18 h: further read-out of Autophagy HCS, marked with its call; toxicity, %; measured here: cell loss, nuclei count;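 cell loss after 18 h compound exposure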
* marks the source's active call; other numbers are inactive results; i = inactive; nt = no result given. Unless noted, no stated cut-off is given here; in the data, active means inhibition above about 50%; inactive means the rest. The order is random; about 5% have a hit in one of these screens.

Results follow in this order: Insulin prom up | Insulin prom up cell count | b-catenin transl cell count 5 µM | Dynein transport cell count | MT stabilize HCS cytotoxicity % | Autophagy HCS | MT stabilize HCS Hoechst-high % | b-catenin transl | WT yeast gro inh mutant strain | Autophagy HCS cell loss 18 h | MT stabilize HCS | Dynein transport nuclear GR-EGFP | Dynein transport | Yfh1-depleted yeast | Dynein transport cytoplasmic EGFP | PMI inhibition | WT yeast gro inh | PMI inhibitors
Cc1c(-n2c(SCC(=O)O)nnc2-c2ccccc2Cl)c(=O)n(-c2ccccc2)n1C
    nt | nt | 1100 | 0.27 | 7.0 | i | 1.8 | -2.8 | -1 | -22 | 2.6 | -0.054 | -0.26 | nt | -0.22 | -56% | 3 | -45%
CCOc1c(Br)cc(C(N)=O)cc1OC
    1.4 | 805 | 837 | 2.1 | 6.7 | i | 2.4 | -2.5 | -2 | 2 | 5.5 | -0.89 | -1.7 | i | -0.15 | 12% | 4 | -8%
CC(C)CCn1c(O)c(N=Nc2ccccn2)c2ccccc21
    2.2 | 1505 | 1057 | -1.3 | 8.2 | i | 1.3 | 0.9 | 19* | -3 | 2.0 | 0.6 | 0.5 | i | -0.18 | 16% | 68* | 26%
C=CCn1c(=N)c(C(=O)OCC)cc2c(=O)n3cc(C)ccc3nc21
    -0.27 | 1145 | 747 | nt | nt | nt | nt | 0.9 | 3 | nt | nt | nt | nt | nt | nt | -2% | 13 | -3%
Cc1ccccc1NC(=S)NCC1CCN(C(C)c2ccccc2)C1 (stereo unspecified)
    -0.56 | 1126 | 1092 | 0.51 | 4.4 | i | 1.5 | -0.9 | 5 | 4 | 2.9 | -0.4 | -1.1 | i | -0.23 | -9% | 3 | -4%
COC(=O)/C=C\C(=O)Nc1cccc([N+](=O)[O-])c1
    0.71 | 1591 | 1010 | -0.74* | 8.6 | i | 2.3 | -0.8 | 19 | 15 | 3.6 | -2.3* | -4.1* | i | 1.1* | -77% | -2 | -38%
CCOc1cc(N2CCOCC2)c(OCC)cc1NC(=O)c1nc2nccc(C)n2n1
    0 | 1243 | 1012 | nt | nt | nt | nt | -1.1 | nt | nt | nt | nt | nt | nt | nt | 24% | nt | 6%
CCN(CC)C(=S)NC(=O)Cc1ccccc1
    0.26 | 1076 | 1540 | -0.53 | 8.8 | i | 1.8 | -0.3 | -35 | -13 | 3.4 | 0.31 | 0.78 | i | -0.2 | nt | -4 | nt
O=C(c1cccs1)N1CCN=C1SCc1ccccc1F
    0.52 | 1643 | 1012 | 0.44 | 13 | i | 2.2 | -3.8 | -2 | 13 | 3.2 | -0.5 | -0.57 | i | -0.14 | -9% | -1 | -13%
CCOc1ccc(NC(=O)C(Cc2ccccc2)N2C(=O)c3cccc4cccc(c34)C2=O)cc1 (stereo unspecified)
    -0.13 | 1398 | 1105 | 0.36 | 7.8 | i | 2.2 | 0.9 | 7 | 8 | 4.2 | -0.16 | -0.59 | i | -0.28 | -10% | 2 | 1%
CCCc1cc(NCc2ccccn2)n2c(nc3ccccc32)c1C#N
    -0.42 | 1014 | 1072 | 0.98 | 12 | i | 2.0 | 1.6 | -16 | -9 | 2.1 | -0.69 | -1 | i | -0.0035 | 34% | -8 | 10%
COc1ccc(OC(C)C(=O)Nc2ccccc2F)cc1 (stereo unspecified)
    1.1 | 1594 | 1107 | 0.39 | 0.6 | i | 1.4 | -4.4 | -6 | 31 | 4.3 | 0.39 | 0.27 | i | -0.17 | 6% | -5 | 0%
Cc1ccc(C(=O)N/C(=C\c2ccco2)C(=O)NCCCn2ccnc2)cc1
    1.4 | 1368 | 1170 | -1.8 | 10 | i | 2.5 | -1.1 | -2 | -4 | 2.3 | 0.67 | 1.1 | i | -0.18 | 4% | 6 | 9%
CCOc1ccc(OCC(=O)c2c(O)c3ccccc3oc2=O)cc1
    0.93 | 1472 | 916 | -0.42 | 15 | i | 3.1 | -2.8 | 32 | 41 | 6.9 | -0.057 | -0.75 | i | -0.19 | -49% | 11 | 3%
COc1ccc(C(=O)N2CCN=C2SCc2cccnc2)c(OC)c1
    -1.8 | 835 | nt | -0.65 | 10 | i | 2.6 | nt | -6 | -4 | 3.6 | 0.61 | 0.68 | i | -0.12 | -7% | -9 | -10%
CN(C(=O)CCc1nc(-c2ccccc2F)no1)c1ccccc1
    0.15 | 1323 | 1126 | -0.15 | 6.0 | i | 2.7 | -2.8 | 4 | 1 | 5.3 | 0.75 | 1.2 | i | -0.065 | 3% | 20 | -5%
CCCc1nc2ccccc2c(C(=O)OCC(=O)Nc2cccc(S(=O)(=O)N3CCOCC3)c2)c1CC
    -0.25 | 1485 | 1308 | 0.96 | 0.6 | i | 1.7 | 0.3 | 2 | 16 | 2.2 | 1.3 | 0.55 | i | 0.11 | 16% | -13 | 17%
CCn1c(SCC(=O)N=Nc2c(O)[nH]c3ccccc23)nc2ccccc21
    -0.04 | 1282 | 561 | 0.5 | 6.3 | i | 2.1 | -1.9 | -6 | 8 | 2.7 | -0.17 | -0.32 | i | -0.26 | -2% | 0 | -4%
COc1ccccc1N(CC(=O)NCC1CCCO1)C(=O)CNS(=O)(=O)c1ccc(Cl)cc1 (stereo unspecified)
    -0.53 | 1080 | 1261 | -0.44 | nt | nt | nt | -1.5 | nt | nt | nt | 0.8 | 0.74 | i | -0.23 | nt | nt | nt
Cc1c(NC(=O)CCCCCN2C(=O)c3ccccc3C2=O)c(=O)n(-c2ccccc2)n1C
    0.54 | 1350 | nt | 0.22 | 2.6 | i | 3.7 | nt | -13 | 4 | 3.4 | -0.56 | -0.41 | i | -0.29 | 4% | 13 | 8%
CCN=C1S/C(=C\c2ccc(OC)c(OCC)c2)C(=O)N1CC
    -0.81 | 1151 | nt | -0.2 | 1.7 | i | 3.4 | nt | -1 | 15 | 2.4 | -0.036 | 0.89 | i | -0.27 | -3% | 11 | 18%
COc1ccc2ccccc2c1/C=N/NC(=S)Nc1cc(S(=O)(=O)N2CCOCC2)ccc1N1CCOCC1
    -0.38 | 1231 | 558 | 1.1 | 7.9 | i | 2.3 | -0.9 | 8 | -1 | 2.0 | 0.32 | 0.47 | i | -0.21 | 34% | -1 | 5%
CN(C)c1ccc(C(CNC(=O)c2ccc(F)cc2)c2c[nH]c3ccccc23)cc1 (stereo unspecified)
    0.04 | 1355 | nt | 0.86 | 6.8 | i | 3.8 | nt | 9 | 10 | 2.6 | -0.86 | -1.2 | i | -0.31 | 19% | 10 | 12%
CCOC(=O)c1ccc(NC2=CC(=O)CC(c3ccco3)C2)cc1 (stereo unspecified)
    -0.22 | 1379 | 1505 | 0.75 | 17 | i | 2.6 | -1.0 | 8 | 17 | 3.3 | 0.41 | 0.29 | i | -0.29 | 8% | 8 | 6%
COc1ccc(C)cc1NC(=O)C1CCC(CNc2c(N3CCOCC3)c(=O)c2=O)CC1 (stereo unspecified)
    -0.55 | 923 | nt | 0.43 | 8.7 | i | 2.8 | nt | 1 | 4 | 3.7 | 0.44 | 0.71 | i | -0.3 | -2% | 11 | -4%
Cc1ccc(S(=O)(=O)CC(=O)NC2CC2)cc1
    -0.69 | 1035 | 1232 | 0.37 | 20 | i | 0.9 | -3.5 | 3 | -9 | 1.6 | 0.14 | 0.55 | i | -0.23 | -6% | -1 | -4%
Cc1ccc(C(=O)COC(=O)CNC(=O)COc2ccccc2C)cc1C
    0.78 | 1397 | 1375 | 0.18 | 6.2 | i | 1.4 | -1.2 | -8 | 6 | 2.4 | 0.12 | 0.77 | i | -0.23 | 3% | -7 | -1%
Nc1n[nH]c(C2CC2)c1N=Nc1ccc(Cl)c(Cl)c1
    -0.07 | 1027 | 1326 | -0.57 | nt | nt | nt | -0.3 | nt | nt | nt | 1.1 | 0.3 | i | -0.23 | nt | nt | nt
COCCCNC(=O)c1cc(S(=O)(=O)N2CCOCC2)ccc1SCc1cccc(OC)c1OC
    0.47 | 1330 | 1035 | 0.5 | 3.9 | i | 1.6 | 0.7 | 15 | 29 | 2.3 | -0.022 | -0.43 | i | -0.29 | -19% | -2 | -4%
O=C(NC1CCCC1)C(c1cccs1)N(C(=O)c1ccco1)c1ccc2c(c1)OCCO2 (stereo unspecified)
    -0.16 | 1237 | 1187 | 1.2 | 8.0 | i | 2.0 | -3.4 | -3 | -3 | 3.7 | -0.14 | -0.45 | i | -0.23 | 1% | -8 | 9%
CCCSc1cc(=O)n(-c2ccccc2)nc1C(=O)OCC
    -0.06 | 1441 | 872 | 0.19 | 6.7 | i | 1.7 | -0.4 | -25 | -17 | 2.2 | -0.25 | -0.054 | i | 0.12 | 5% | -8 | 3%

2 compounds picked at random from those above:
Results follow in this order: Insulin prom up | Insulin prom up cell count | b-catenin transl cell count 5 µM | Dynein transport cell count | MT stabilize HCS cytotoxicity % | Autophagy HCS | MT stabilize HCS Hoechst-high % | b-catenin transl | WT yeast gro inh mutant strain | Autophagy HCS cell loss 18 h | MT stabilize HCS | Dynein transport nuclear GR-EGFP | Dynein transport | Yfh1-depleted yeast | Dynein transport cytoplasmic EGFP | PMI inhibition | WT yeast gro inh | PMI inhibitors
CCCc1cc(NCc2ccccn2)n2c(nc3ccccc32)c1C#N
    -0.42 | 1014 | 1072 | 0.98 | 12 | i | 2.0 | 1.6 | -16 | -9 | 2.1 | -0.69 | -1 | i | -0.0035 | 34% | -8 | 10%
CCCSc1cc(=O)n(-c2ccccc2)nc1C(=O)OCC
    -0.06 | 1441 | 872 | 0.19 | 6.7 | i | 1.7 | -0.4 | -25 | -17 | 2.2 | -0.25 | -0.054 | i | 0.12 | 5% | -8 | 3%
